Compound activity: PubChem, National Center for Advancing Translational Sciences (NCATS)
LMNA splice mod – LMNA splicing modulation; HeLa LMNA splicing GFP/RFP minigene ratio, 48 h; Potency, µM (top dose mostly 46.1 µM), inactives show top-dose ratio change, negative = inhibition, actives largely listed as inhibitors; 0.01% of 200,000 active; active = well fitted inhibition curve with a large enough effect in the signal ratio, with a control signal flat, not every such curve was filed as active; inconclusive = small, poorly fitted or top-dose-only effect, or effect the other way, or a change in a side signal; the % refers to the signal ratio; also: % is scaled to controls: 0 for no effect and ±100 for the full control effect
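Read-out is the ratio of GFP to DsRed2 object intensity, acquired by 488 nm laser-scanning cytometry on HeLa lamin A-EGFP minigene reporter cells. Compound incubation 48 hrs at 37 °C in Opti-MEM with 2% FBS; DMSO 0.5% final.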
TR SRC2 fluor cs – alters Texas Red total fluorescence, flagging assay interference. TRb/SRC2 Texas Red total fluorescence interference. Potency, µM (series often up to 106 µM), for inactives: top-dose fluorescence change, negative = quenching. 0.29% of 280,000 active; active = well fitted curve in either direction with a large enough effect; inconclusive = small, poorly fitted or top-dose-only effect; also: % is scaled to controls: 0 for no effect and ±100 for the full control effect
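Flags fluorescent or light-absorbing compounds by total fluorescence, S + 2P, at 555 nm excitation and 632 nm emission. Mixture: 20 nM Texas Red SRC2 peptide, 0.6 uM human TRb LBD, 1 uM T3, 5% DMSO; compound exposure 5 h at ambient temperature.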
JMJD2E inh – blocks human JMJD2E demethylase activity; B2RXH2; JMJD2E catalytic domain, FDH-coupled NADH fluorescence (FDH is formaldehyde dehydrogenase); Potency, µM (highest dose often 57.1 µM), for the others: top-dose activity change, negative = inhibition, most hits filed as inhibitors; 1.6% of 230,000 active; AID 2147; active = well fitted inhibition curve with a large enough effect, not every such curve was filed as active; inconclusive = small, poorly fitted or top-dose-only effect, or another doubt; inactive = no such curve, though single readings can be large or run the other way;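 also: 0% = wells with enzyme and -100% = buffer wells without enzyme; nearly all actives have a fitted effect of over 50% in size; many of its hits are not listed in these tables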
ALDH1A1 inh – inhibitors of human aldehyde dehydrogenase 1A1. P00352. Purified ALDH1A1, NADH fluorescence, propionaldehyde substrate. Potency, µM (titrated, usually from 75.3 µM), for the others: at the highest dose activity, negative = inhibition, hits mostly inhibitors. 7.3% of 220,000 active. AID 1030; active = well fitted inhibition curve with a large enough effect, not every such curve was filed as active; inconclusive = small, poorly fitted or top-dose-only effect, or another doubt; inactive = no such curve, though single readings can be large or run the other way;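 also: plate controls were no enzyme wells and a reference inhibitor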
Target sequence (P00352 whole entry, looked up): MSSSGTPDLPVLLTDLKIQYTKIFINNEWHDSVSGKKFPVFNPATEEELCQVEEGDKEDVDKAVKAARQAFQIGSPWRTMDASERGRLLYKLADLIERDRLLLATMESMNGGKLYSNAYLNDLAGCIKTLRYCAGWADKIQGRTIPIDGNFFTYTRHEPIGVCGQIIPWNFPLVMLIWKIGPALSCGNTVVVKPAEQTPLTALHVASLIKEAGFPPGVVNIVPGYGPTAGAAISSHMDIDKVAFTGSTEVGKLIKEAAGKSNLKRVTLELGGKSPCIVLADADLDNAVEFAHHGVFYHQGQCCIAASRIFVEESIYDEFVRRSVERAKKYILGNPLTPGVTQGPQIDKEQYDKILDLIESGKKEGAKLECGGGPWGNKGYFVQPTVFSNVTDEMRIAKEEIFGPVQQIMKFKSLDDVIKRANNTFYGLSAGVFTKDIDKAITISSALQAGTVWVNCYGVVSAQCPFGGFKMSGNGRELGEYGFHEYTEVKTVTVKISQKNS
SMN2 splice up – increases expression of the SMN2 splice variant. HEK293 SMN2-luciferase splicing reporter, luminescence, 30-36 h. Potency, µM (doses to about 46.1 µM), inactives show at the top dose activity change, positive = activation, most hits filed as activators. 2.8% of 210,000 active; also: % of control where 0% means no effect; nearly all actives have a fitted effect of over 55% in size
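HEK293 cells carry an SMN2 […]–luciferase reporter in which exon 7 inclusion puts luciferase in frame. Cells were plated 10-12 h before compound addition, then incubated 30-36 h at 37C. ONE-Glo luminescence was read; sodium butyrate at 4.5 mM final served as control.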
GoLoco inh red – blocks human Gai1 binding to RGS12 GoLoco peptide, red readout | 0.44% of 230,000 active | Potency, µM (highest dose often 61.6 µM), inactives show at the highest dose activity, negative = inhibition, actives largely listed as inhibitors | Gai1:RGS12 GoLoco peptide FP, rhodamine, 10 min | AID 880; active = well fitted inhibition curve with a large enough effect, not every such curve was filed as active; inactive = no such curve, though single readings can be large or run the other way; also: % is scaled to controls: 0 for no effect and ±100 for the full control effect; nearly all actives have a fitted effect of over 30% in size; many of its hits are not listed in these tables
TRb SRC2 PPI – inhibitors of human thyroid hormone receptor beta-SRC2 interaction | P10828 | TRbeta-SRC2 peptide binding, fluorescence polarization; receptor liganded with 1 µM T3 | Potency, µM (highest dose often 106 µM), for the others: at the top dose activity change, negative = inhibition, usual class: inhibitors | 0.065% of 280,000 active | AID 1469;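 also: plate controls were bound peptide for no effect and peptide without receptor for full effect; nearly all actives have a fitted effect of over 50% in size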
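Human TRb LBD (0.6 uM) plus Texas Red-labeled SRC2 peptide (20 nM), 1uM T3, 5% DMSO, 5 hr at ambient temperature. Decreased polarization (555/632 nm) flags inhibition; data normalized to free and bound peptide controls.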
RECQ1 inh – blocks DNA unwinding by human RECQ1 | P46063 | RECQ1 DNA unwinding, red fluorescence kinetic read | Potency, µM (top dose mostly 57.3 µM), for inactives: top-dose activity, negative = inhibition, hits mostly inhibitors | 0.54% of 240,000 active;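 also: plate controls were vehicle for no effect and no enzyme for full effect; nearly all actives have a fitted effect of over 30% in size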
Target sequence (P46063 whole entry, looked up): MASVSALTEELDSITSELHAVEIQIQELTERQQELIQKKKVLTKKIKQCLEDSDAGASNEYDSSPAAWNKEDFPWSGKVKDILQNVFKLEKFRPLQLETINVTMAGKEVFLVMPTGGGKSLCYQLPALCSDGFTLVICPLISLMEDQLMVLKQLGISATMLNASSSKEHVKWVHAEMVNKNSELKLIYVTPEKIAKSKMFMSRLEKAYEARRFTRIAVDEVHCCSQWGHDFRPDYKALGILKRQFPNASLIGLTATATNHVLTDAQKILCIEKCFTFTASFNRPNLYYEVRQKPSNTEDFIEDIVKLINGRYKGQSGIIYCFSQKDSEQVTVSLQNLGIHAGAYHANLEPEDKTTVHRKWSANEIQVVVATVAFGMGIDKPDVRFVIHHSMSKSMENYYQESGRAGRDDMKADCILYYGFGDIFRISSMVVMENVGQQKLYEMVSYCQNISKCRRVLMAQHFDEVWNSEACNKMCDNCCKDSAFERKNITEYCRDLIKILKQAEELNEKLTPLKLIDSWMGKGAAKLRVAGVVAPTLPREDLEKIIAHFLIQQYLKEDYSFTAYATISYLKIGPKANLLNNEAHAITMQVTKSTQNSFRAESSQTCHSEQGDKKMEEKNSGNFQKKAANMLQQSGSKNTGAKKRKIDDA
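50 nM RECQ1T1 preincubated 15 min with compound in Tris pH 8.0 buffer with MgCl2, DTT, Tween-20 and 2.5 ug/ml poly(dI-dC); started with 200 nM TAMRA/BHQ-2 forked duplex and 2 mM ATP. Unwinding read as fluorescence (525/598 nm), two reads 2 h apart.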
* hit, by the source's call; [ ] = another dose, or the depositor's remark. Unless noted, calls follow the shape of the dose curve; as a rule, active = well fitted curve in the direction sought with a large enough effect; inconclusive = small, poorly fitted or top-dose-only effect, or another doubt; inactive = no such curve, though single readings can be large; an effect the other way counts as inactive or inconclusive. Potency is read from the fitted curve at half-maximal effect. This is a subset; the hit share may differ from the screen's.

What do the screens show for `O=C(CSCC(=O)N1CCOCC1)Nc1nc(-c2ccccc2)cs1`?
TR SRC2 fluor cs: -0.5%; JMJD2E inh: 5.8%; GoLoco inh red: 4.4%; TRb SRC2 PPI: -2.7%; RECQ1 inh: -1.6%

What do the screens show for `CC(C)(C)NC(=O)CN(Cc1cccs1)C(=O)CCN1CCc2ccccc21`?
LMNA splice mod: -9.7%[46 µM]; TR SRC2 fluor cs: -2.5%; JMJD2E inh: -1.7%; ALDH1A1 inh: -3.3%; SMN2 splice up: -11.1%; GoLoco inh red: 8.9%; TRb SRC2 PPI: 5.4%; RECQ1 inh: inactive

Results for COC(=O)c1cc(C(=O)NCCN2C(=O)S/C(=C\c3cccs3)C2=O)cc([N+](=O)[O-])c1 ?
LMNA splice mod: -7.2%; TR SRC2 fluor cs: 0.1%; JMJD2E inh: 2.0%; ALDH1A1 inh: inconclusive; SMN2 splice up: -30.1%; GoLoco inh red: -10.1%; TRb SRC2 PPI: 17.4%; RECQ1 inh: -2.3%

What do the screens show for `CCOc1ccc(-c2nc(C)sc2CC(=O)O)cc1`?
LMNA splice mod: 16.1%; TR SRC2 fluor cs: 0.2%; JMJD2E inh: -2.9%; ALDH1A1 inh: 11.7%; SMN2 splice up: -17.0%; GoLoco inh red: 4.4%; TRb SRC2 PPI: -1.9%; RECQ1 inh: -3.2%

Results for CC(=O)N1Cc2cc(N)ccc2Oc2ccccc21 ?
TR SRC2 fluor cs: 2.2%; JMJD2E inh: 4.8%; ALDH1A1 inh: -4.9%; SMN2 splice up: 19.6%; GoLoco inh red: 6.0%; TRb SRC2 PPI: 0.1%; RECQ1 inh: -0.1%

Results for Cc1ccc(/C=C/C(=O)OCC(=O)NCCN2C(=O)CSC2=O)cc1 ?
LMNA splice mod: inconclusive; TR SRC2 fluor cs: -5.2%; JMJD2E inh: inconclusive; ALDH1A1 inh: inconclusive; SMN2 splice up: -15.1%; GoLoco inh red: -2.5%; TRb SRC2 PPI: 8.5%; RECQ1 inh: 3.5%

Results for COc1ccc(CNC(=S)Nc2ccc(S(N)(=O)=O)cc2)cc1 ?
TR SRC2 fluor cs: -3.8%; JMJD2E inh: inconclusive; ALDH1A1 inh: 28.2µM*; SMN2 splice up: -22.9%; GoLoco inh red: -7.2%; TRb SRC2 PPI: 1.7%; RECQ1 inh: inactive

Results for CCC(=O)Nc1ccc(Cl)c(NC(=O)C(C)C)c1 ?
LMNA splice mod: -12.2%; TR SRC2 fluor cs: -0.7%; JMJD2E inh: -9.4%; ALDH1A1 inh: 20.1%; SMN2 splice up: -6.7%; GoLoco inh red: 9.8%; TRb SRC2 PPI: -6.1%; RECQ1 inh: -1.5%

Results for CC(C)OC(=O)c1ccc(S(N)(=O)=O)o1 ?
LMNA splice mod: -0.7%; TR SRC2 fluor cs: 2.9%; JMJD2E inh: 7.7%; ALDH1A1 inh: 6.5%; SMN2 splice up: 5.7%; GoLoco inh red: 1.0%; TRb SRC2 PPI: -1.6%; RECQ1 inh: -7.2%

Results for O=c1c2c(ncn1Cc1ccccc1)nc1n2CCC1 ?
LMNA splice mod: 3.8%; TR SRC2 fluor cs: -3.1%; JMJD2E inh: 4.3%; ALDH1A1 inh: -15.3%; SMN2 splice up: -19.1%; GoLoco inh red: 0.8%; TRb SRC2 PPI: -1.6%; RECQ1 inh: 8.3%

Results for COc1ccc(OC)c(C2=NOC(C(=O)Nc3cc(C)on3)C2)c1 (stereo not drawn) ?
TR SRC2 fluor cs: -1.7%; JMJD2E inh: inconclusive; GoLoco inh red: -0.1%; TRb SRC2 PPI: -1.2%; RECQ1 inh: -20.3%

How did CCCOC1CCCN(Cc2nc(-c3cnccn3)no2)C1 (stereo not drawn) do in these assays?
TR SRC2 fluor cs: -6.6%; JMJD2E inh: -0.1%; ALDH1A1 inh: -2.6%; GoLoco inh red: 11.0%; TRb SRC2 PPI: -7.2%; RECQ1 inh: -3.1%

Results for CCOc1ccc(OCC)c(NC(=O)C2CCCN(S(=O)(=O)c3c(C)n[nH]c3C)C2)c1 (stereo not drawn) ?
LMNA splice mod: -5.2%; TR SRC2 fluor cs: -0.6%; JMJD2E inh: -5.9%; ALDH1A1 inh: -4.3%; SMN2 splice up: 14.8%; GoLoco inh red: -5.5%; TRb SRC2 PPI: -3.7%; RECQ1 inh: -13.7%

What do the screens show for `C(=N\n1cnnc1)/c1nc2ccccc2[nH]1`?
LMNA splice mod: -1.2%[0.0737 µM]; TR SRC2 fluor cs: -0.7%; JMJD2E inh: inconclusive; ALDH1A1 inh: inconclusive; SMN2 splice up: -7.0%; GoLoco inh red: 4.6%; TRb SRC2 PPI: -2.2%; RECQ1 inh: inactive

How did CCN(Cc1ccccc1)C(=O)C1CCN(CC2CC=CCC2)CC1 (stereo not drawn) do in these assays?
LMNA splice mod: -4.7%; TR SRC2 fluor cs: 1.6%; JMJD2E inh: inconclusive; ALDH1A1 inh: -7.5%; SMN2 splice up: -5.5%[1.84 µM]; GoLoco inh red: -0.3%; TRb SRC2 PPI: 3.2%; RECQ1 inh: -7.3%

Results for COc1ccc(-n2c(=O)c(-c3ccc(F)cc3)nc3cnc(N4CCNCC4)nc32)cc1 ?
LMNA splice mod: -3.7%; ALDH1A1 inh: inconclusive; GoLoco inh red: 6.2%; RECQ1 inh: inactive

Results for CCSCCOC(=O)C1=C(C)NC(=O)NC1c1cccc(OC)c1OC (stereo not drawn) ?
LMNA splice mod: 5.2%; TR SRC2 fluor cs: 3.3%; JMJD2E inh: 30.9%[activator]; ALDH1A1 inh: 7.1%; TRb SRC2 PPI: -18.7%; RECQ1 inh: inactive

Results for Cc1cc(C)nc(N2CCC(C(=O)NCc3cccc(C(F)(F)F)c3)CC2)n1 ?
LMNA splice mod: -6.8%; TR SRC2 fluor cs: -1.1%; JMJD2E inh: 7.9%; ALDH1A1 inh: 7.2%; SMN2 splice up: 27.7%; GoLoco inh red: -7.5%; TRb SRC2 PPI: -9.9%; RECQ1 inh: -1.7%

What do the screens show for `COC(=O)[C@H](CCSC)NC(=O)NCCc1ccccc1F`?
LMNA splice mod: 11.2%; TR SRC2 fluor cs: -0.7%; JMJD2E inh: 4.3%; ALDH1A1 inh: 10.8%; SMN2 splice up: 12.2%; GoLoco inh red: 9.9%; TRb SRC2 PPI: -6.5%; RECQ1 inh: -10.5%

Results for CCOC(=O)NC(=O)COC(=O)CNC(=O)c1ccc(OCC)c(OCC)c1 ?
LMNA splice mod: 7.3%[46 µM]; TR SRC2 fluor cs: -5.9%; JMJD2E inh: -3.5%; ALDH1A1 inh: 5.2%; SMN2 splice up: 12.0%; GoLoco inh red: -1.5%; TRb SRC2 PPI: -1.7%; RECQ1 inh: -13.0%

How did COc1ccc(C2NC(=O)NC(C)=C2[N+](=O)[O-])cc1OC (stereo not drawn) do in these assays?
TR SRC2 fluor cs: -1.4%; JMJD2E inh: 6.7%; GoLoco inh red: 3.9%; TRb SRC2 PPI: 4.7%; RECQ1 inh: -7.1%

How did O=C1CC(C(=O)Nc2ccc(F)c(Cl)c2)N=C(N2CCCCC2)N1 (stereo not drawn) do in these assays?
LMNA splice mod: 4.8%; TR SRC2 fluor cs: -0.5%; JMJD2E inh: 11.4%; ALDH1A1 inh: 12.1%; SMN2 splice up: 8.8%; GoLoco inh red: 6.2%; TRb SRC2 PPI: 5.6%; RECQ1 inh: -6.4%

What do the screens show for `COc1ccc(OC)c(C2C3=C(CCCC3=O)Nc3c2c(=O)n(C)c(=O)n3C)c1` (stereo not drawn)?
LMNA splice mod: 19.4%; TR SRC2 fluor cs: 2.0%; JMJD2E inh: -2.9%; ALDH1A1 inh: 0.8%; SMN2 splice up: 14.9%; GoLoco inh red: 9.4%; TRb SRC2 PPI: 3.4%; RECQ1 inh: -16.5%

What do the screens show for `COC(C[C@@H]1O[C@@H]1[C@@H](O)[C@H](C)OCc1ccccc1)OC`?
TR SRC2 fluor cs: 1.7%; JMJD2E inh: -0.3%; GoLoco inh red: 0.8%; TRb SRC2 PPI: 0.3%; RECQ1 inh: -5.1%

What do the screens show for `O=C(NCCc1c[nH]c2ccccc12)C(=O)Nc1ccccc1`?
TR SRC2 fluor cs: -2.8%; JMJD2E inh: -2.4%; ALDH1A1 inh: 9.3%; SMN2 splice up: inconclusive; GoLoco inh red: 5.6%; TRb SRC2 PPI: 4.5%; RECQ1 inh: -8.4%

Results for O=c1cc(-c2ccccc2O)oc2c(O)c(O)ccc12 ?
TR SRC2 fluor cs: -8.7%; JMJD2E inh: 11.2µM*; ALDH1A1 inh: 2.51µM*; GoLoco inh red: -10.2%; TRb SRC2 PPI: 3.1%; RECQ1 inh: 3.16µM*

What do the screens show for `O=C(NCc1ccco1)c1ccc(-c2ccccc2Cl)o1`?
LMNA splice mod: 15.1%[9.22 µM]; TR SRC2 fluor cs: -0.5%; JMJD2E inh: inconclusive; ALDH1A1 inh: inconclusive; SMN2 splice up: 29.2%; GoLoco inh red: 4.3%; TRb SRC2 PPI: -1.6%; RECQ1 inh: 1.6%

How did CCN(CC)S(=O)(=O)c1ccc(Cl)c(NC2=NCCCCC2)c1 do in these assays?
LMNA splice mod: -4.6%[46 µM]; TR SRC2 fluor cs: -4.0%; JMJD2E inh: 9.6%; ALDH1A1 inh: 9.3%; SMN2 splice up: -8.3%; GoLoco inh red: 0.3%; TRb SRC2 PPI: 3.4%; RECQ1 inh: inactive

Results for COc1cccc2cc(C(=O)C3=C(O)C(=O)N(CCN4CCOCC4)C3c3cccs3)oc12 (stereo not drawn) ?
LMNA splice mod: 5.8%; TR SRC2 fluor cs: -1.1%; JMJD2E inh: inconclusive; ALDH1A1 inh: 25.1µM*; SMN2 splice up: -8.4%; GoLoco inh red: 10.0%; TRb SRC2 PPI: -9.5%; RECQ1 inh: 0.2%

Results for Cc1ccc(-c2csc3ncnc(NS(=O)(=O)c4ccc(Cl)cc4)c23)cc1 ?
LMNA splice mod: -1.7%; TR SRC2 fluor cs: 3.7%; JMJD2E inh: 6.8%; ALDH1A1 inh: inconclusive; SMN2 splice up: -21.4%; GoLoco inh red: -5.0%; TRb SRC2 PPI: 5.4%; RECQ1 inh: -0.9%
